Screening data from PubChem BioAssay.
Abeta yeast res: qHTS for compounds that reverse cellular toxicity of Amyloid beta (A-beta) peptide in yeast: Primary Screen; Potency, µM (doses to about 46.1 µM), for the others: at the highest dose growth rescue, most hits filed as activators; 410,000 tested, 0.063% active; yeast expressing A-beta42, growth rescue, OD600, 48 h; response scale: 0% DMSO, 100% iron-clioquinol control; further: potency means the concentration at half of the fitted maximal effect; nearly all actives have a fitted effect of over 55% in size
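Yeast growth medium received pinned compounds, then yeast cells expressing toxic A-beta were added; plates incubated at 30 C for 48 hr. Growth read as absorbance at 600 nm, normalized to DMSO and equimolar FeCl3 plus clioquinol controls.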
A549 tox: Nrf2 qHTS screen for inhibitors: counterscreen for cytotoxicity; A549 ARE-Fluc cells, CellTiter-Fluor viability, 18-24 h; Potency, µM (highest dose often 46 µM), for inactives: top-dose activity change, negative = cytotoxicity, actives largely listed as inhibitors; 390,000 tested, 0.16% active; further: potency means the concentration at half of the fitted maximal effect; on the % scale 0 is the no-effect control and ±100 the full control effect
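A549 ARE_Fluc cells in 5% FBS OPTI-MEM were exposed to compounds in concentration-response for 18-24 h at 37 deg C. Viability was read by CellTiter-Fluor fluorescence (Ex 405/Em 525) after 30 min, before the luciferase read.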
Akt phos inh: HTS Assay for Inhibitors of Akt Phophorylation: Primary Screen; activity change, % for hits at 50 µM; 360,000 tested, 0.32% active; AID 651550, 2012; Neuro2A IGF-stimulated pAkt S473 HTRF, 20 min; stronger effect = lower value; in the data active means activity change below about -80%; inconclusive means mostly about -51% to -80%; further: on the % scale 0 is the no-effect control and ±100 the full control effect
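Neuro2A cells (4,500/well, DMEM with 0.5% FBS) were treated with compound at a single 50 µM final concentration, stimulated with 6 nM IGF for 20 min at 37 °C, and lysed. Phospho-Akt Ser473 was read by HTRF as 665/615 ratio ×10^4.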
Nrf2 inh: Nrf2 qHTS screen for inhibitors; A549 ARE-Fluc reporter, luciferase luminescence, 18-24 h; Potency, µM (doses to about 46 µM), inactives show top-dose activity change, negative = inhibition, hits mostly inhibitors; 360,000 tested, 2.1% active; further: potency means the concentration at half of the fitted maximal effect; on the % scale 0 is the no-effect control and ±100 the full control effect; nearly all actives have a fitted effect of over 60% in size
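Nrf2 activity is the BugLite luminescence, read 15 min after reagent at room temperature, following CellTiter-Fluor cytotoxicity readout (30 min, 37C). Compound titrations were applied for 18-24 h to 5000 A549 ARE_Fluc cells/well in 5% FBS OPTI-MEM.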
Nrf2 ARE act: qHTS of Nrf2 Activators | AREc32 ARE-luciferase reporter (MCF7-derived line), luminescence, 24 h | Potency, µM (series often up to 46.1 µM), without a hit: top-dose activation, actives largely listed as activators | 410,000 tested, 0.31% active | AID 624171, 2012; further: potency means the concentration at half of the fitted maximal effect; % of control where 0% means no effect; nearly all actives have a fitted effect of over 65% in size
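Nrf2 activation is followed as ARE-luciferase induction in the AREc32 line after one day of compound treatment; luminescence is read with Steady-Glo.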
CCT chaperon mod: High-Throughput Screening for Modulators of Cytosolic Chaperonin Activity | purified chaperonin ATPase assay, HTRF ADP detection, 30 min | activity change, % (concentration not given with the values), hits read low | AID 651819, 2012 | 360,000 tested, 0.3% active; in the data active means activity change below about -30%; further: on the % scale 0 is the no-effect control and ±100 the full control effect
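First, chaperonin was dispensed at 40 nM or 20 nM final depending on batch activity. Next, compounds were pinned at 76 uM and ATP added at 10 uM. After 30 min at 37 °C, ADP detection reagents ran 30 min at ambient temperature.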
MmCpn inh: Inhibitors of TCP-1 ring complex (TRiC) of Methanococcus maripaludis (MmCpn): qHTS; Chaperonin Mm-Cpn (Methanococcus maripaludis); purified Mm-Cpn ATPase, ADP Transcreener TR-FRET; Potency, µM (top dose mostly 76.9 µM), for the others: at the top dose activity, negative = inhibition, most hits filed as inhibitors; 330,000 tested, 0.031% active; further: potency means the concentration at half of the fitted maximal effect; on the % scale 0 is the no-effect control and ±100 the full control effect; nearly all actives have a fitted effect of over 80% in size
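Purified archaeal chaperonin (25 nM final) was preincubated with compound for 10 min at 37°C, then ATP (10 uM final) was added for 30 min at 37°C in Tris pH 7.4/KCl/MgCl2/DTT buffer. ADP was quantified by HTRF Transcreener TR-FRET.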
HepG2 viability: qHTS for Inhibitors of TGF-b: Cytotox Counterscreen. HepG2 CAGA-GFP viability, ATP luminescence, 18 h. 410,000 tested, 0.76% active. Potency, µM (titrated, usually from 46.1 µM), for the others: at the top dose activity change, negative = cytotoxicity, hits mostly cytotoxic; further: potency means the concentration at half of the fitted maximal effect; some results filed as inactive show a strong effect at the top dose
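CellTiter-Glo luminescence gave cytotoxicity after 18 hours at 37 degrees C. The cells were HepG2 CAGA-GFP in 1% FBS DMEM, stimulated with 500 pg/mL TGF-beta after compound addition. %Activity was normalised to no-cell wells (complete cell-killing) and DMSO (no toxicity), and curves were fitted and classified.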
TGFb inhibitor: qHTS for Inhibitors of TGF-b; Potency, µM (top dose mostly 46.1 µM), without a hit: top-dose activity, negative = inhibition, most hits filed as inhibitors; HepG2 CAGA-GFP TGF-b/SMAD3 reporter, GFP fluorescence, 18 h; TGF-beta stimulated, 500 pg/mL final; 410,000 tested, 1.2% active; further: potency means the concentration at half of the fitted maximal effect; on the % scale 0 is the no-effect control and ±100 the full control effect; nearly all actives have a fitted effect of over 65% in size
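Read-out: total well GFP (ex488/em500-530) summed from mean per-cell fluorescence. Cells: HEPG2 CAGA-GFP, 1% FBS DMEM, 18 h at 37 degrees C with 500 pg/mL final TGF-beta. Unstimulated wells served as the full-inhibition control; stimulated DMSO wells = 0%.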
Numbers without * were called inactive; & = joins results of further samples; [ ] = remark or other dose. Unless noted, the call rests on the fitted dose curve; in most records, active means well fitted curve in the direction sought with a large enough effect; inconclusive means small, poorly fitted or top-dose-only effect, or another doubt; inactive means no such curve, though single readings can be large; an effect the other way counts as inactive or inconclusive. Outcome played no part in choosing rows; about 4.3% have a hit in one of these screens.

Screening C[C@@]12C(=O)Nc3cc(F)ccc3C(=O)N1[C@H]1c3cc(Br)ccc3OC[C@@H]1[C@@H]2c1ccccc1 returned Abeta yeast res 29%, A549 tox -2%, Akt phos inh inactive, Nrf2 inh inconclusive, Nrf2 ARE act 3.9%, CCT chaperon mod -2.8, MmCpn inh -14%, HepG2 viability -13% and TGFb inhibitor inconclusive.
Screening CCc1noc(C)c1C(=O)N(C)CC(=O)Nc1ccc(F)c(F)c1F returned Abeta yeast res -3%, A549 tox 1%, Akt phos inh inactive, Nrf2 inh -2%, Nrf2 ARE act -1.1%, CCT chaperon mod -6.8, MmCpn inh 0%, HepG2 viability 9% and TGFb inhibitor 1%.
For FC(F)(F)COc1ccc(-c2nnc(SCc3ccccc3)o2)cn1 the results were Abeta yeast res 1%, A549 tox -10%, Akt phos inh inactive, Nrf2 inh 19%, Nrf2 ARE act -0.5%, CCT chaperon mod -0.6, MmCpn inh -3%, HepG2 viability 12% and TGFb inhibitor 5%.
For O=C(NC1CCCc2ccccc21)c1ccc2c(c1)OCO2 (stereo not drawn) the results were Abeta yeast res 0%, A549 tox 2%, Akt phos inh inactive, Nrf2 inh 8%, Nrf2 ARE act -0.3%, CCT chaperon mod -2.3, MmCpn inh 1%, HepG2 viability -4% and TGFb inhibitor -5%.
For Cc1noc(C)c1CN(C(=S)NC(C)C)c1ccccc1 the results were Abeta yeast res -15%, A549 tox 5%, Akt phos inh inactive, Nrf2 inh -11%, Nrf2 ARE act 0.7%, CCT chaperon mod 0.9, MmCpn inh -2%, HepG2 viability 22% and TGFb inhibitor 5%.
Screening CC(=O)Nc1cc(-c2cccc(C(=O)N(C)C)c2)cn2c(-c3ccccc3)cnc12 returned Abeta yeast res 4%, Akt phos inh inactive, Nrf2 ARE act 11%, CCT chaperon mod -1.9, HepG2 viability -19% and TGFb inhibitor -1%.
CCCN(CCC)CCCNC(=O)c1cc2cc3ccc(OC)cc3nc2o1 was read as Abeta yeast res 7%, A549 tox 9%, Akt phos inh inactive, Nrf2 inh 8%, Nrf2 ARE act 9.8%, CCT chaperon mod -0.4, MmCpn inh -12%, HepG2 viability -25% and TGFb inhibitor 1%.
`Cc1cccc(C(=O)NNC(=O)c2ccco2)c1` gave Abeta yeast res -10%, A549 tox -2%, Akt phos inh inactive, Nrf2 inh 1%, Nrf2 ARE act -0.6%, CCT chaperon mod -0.8, MmCpn inh 1%, HepG2 viability -2% and TGFb inhibitor -1%.
`Cc1cc(C)c2c(c1)C1C=CCC1C(C(=O)O)N2` (stereo not drawn) gave A549 tox -15%, Nrf2 inh -4%, HepG2 viability 5% and TGFb inhibitor -6%.
`COc1cc(OC)cc(C(=O)OCC(=O)NC2CCCCCCC2)c1` gave Abeta yeast res -8%, Akt phos inh inactive, Nrf2 ARE act -0.9%, CCT chaperon mod -3.8, HepG2 viability 3% and TGFb inhibitor 8%.
`CCOC(=O)C1CCN(C(=O)Nc2ccc(OC(F)(F)F)cc2)CC1` gave Abeta yeast res -8%, A549 tox 4%, Akt phos inh inactive, Nrf2 inh 10%, Nrf2 ARE act 0.1%, CCT chaperon mod -1.4, MmCpn inh 0%, HepG2 viability 32% and TGFb inhibitor 8%.
CN(c1ccccc1)S(=O)(=O)c1nnc(NC(=O)COc2ccccc2)s1 was read as Abeta yeast res 2%&-9%, A549 tox -4%&-1%, Akt phos inh inactive, Nrf2 inh -12%&-21%, Nrf2 ARE act -0.3%&-0.3%, CCT chaperon mod -0.3, MmCpn inh -1%, HepG2 viability 4%&-2% and TGFb inhibitor -1%&-14%.
CN(C)CCCNc1oc(-c2cccc(Cl)c2)nc1C#N was read as Abeta yeast res 4%, A549 tox inconclusive, Akt phos inh inactive, Nrf2 inh 2%, Nrf2 ARE act 4.1%, CCT chaperon mod -3.1, MmCpn inh -8%, HepG2 viability -23% and TGFb inhibitor 49%[activator].
`CCc1ccc(C(=O)NC(=S)NCc2cccnc2)cc1` gave Abeta yeast res 21%, A549 tox -5%, Akt phos inh inactive, Nrf2 inh 11%, Nrf2 ARE act -0.1%, CCT chaperon mod -4.0, MmCpn inh 1%, HepG2 viability -20% and TGFb inhibitor 9%.
Screening CCNC(=O)CSc1nc(-c2ccccc2)cs1 returned Abeta yeast res -1%, A549 tox 6%, Akt phos inh inactive, Nrf2 inh inconclusive, Nrf2 ARE act 1.7%, CCT chaperon mod -2.6, MmCpn inh 1%, HepG2 viability 6% and TGFb inhibitor 0%.

The list goes on; the last two above are carried over.
`CCc1ccc(C(=O)NC(=S)NCc2cccnc2)cc1` gave Abeta yeast res 21%, A549 tox -5%, Akt phos inh inactive, Nrf2 inh 11%, Nrf2 ARE act -0.1%, CCT chaperon mod -4.0, MmCpn inh 1%, HepG2 viability -20% and TGFb inhibitor 9%.
Screening CCNC(=O)CSc1nc(-c2ccccc2)cs1 returned Abeta yeast res -1%, A549 tox 6%, Akt phos inh inactive, Nrf2 inh inconclusive, Nrf2 ARE act 1.7%, CCT chaperon mod -2.6, MmCpn inh 1%, HepG2 viability 6% and TGFb inhibitor 0%.
For COC(=O)c1sccc1NC(=O)CC1C(=O)NCCN1C(=O)Nc1ccc(OCc2ccccc2)cc1 (stereo not drawn) the results were Abeta yeast res 9%, A549 tox -3%, Akt phos inh inactive, Nrf2 inh -17%, Nrf2 ARE act 5.0%, CCT chaperon mod -4.1, MmCpn inh 0%, HepG2 viability -1% and TGFb inhibitor -2%.
Screening Cc1nn(-c2ccccc2)c(N2CCCC2)c1/C=N/NC(=S)Nc1ccccc1F returned Abeta yeast res 15%, A549 tox 1%, Akt phos inh inactive, Nrf2 inh 8%, Nrf2 ARE act -0.4%[9.22 µM], CCT chaperon mod 1.1, MmCpn inh -4%, HepG2 viability -42% and TGFb inhibitor 0%.
For COc1ccc(Cl)cc1NC(=O)COC(=O)c1ccc(Br)o1 the results were Abeta yeast res 16%, A549 tox 1%, Akt phos inh inactive, Nrf2 inh 16%, Nrf2 ARE act 3.6%, CCT chaperon mod -0.1, MmCpn inh 0%, HepG2 viability 8% and TGFb inhibitor -2%.
O=C(Cc1ccccc1)N/N=C/c1ccccc1Cl was read as Abeta yeast res 2%, A549 tox 20%, Akt phos inh inactive, Nrf2 inh -9%, Nrf2 ARE act 0.1%, CCT chaperon mod -1.3, MmCpn inh 0%, HepG2 viability -11% and TGFb inhibitor 11%.
`Cc1ccc(/C=N/n2c(-c3cccs3)n[nH]c2=S)cc1` gave Abeta yeast res -12%, A549 tox 2%, Akt phos inh inactive, Nrf2 ARE act 1.5%, CCT chaperon mod -0.5, MmCpn inh 0%, HepG2 viability -2% and TGFb inhibitor 2%.
`COc1ccc([C@H]2[C@H](C(=O)OC(C)(C)C)N3N=Cc4ccccc4C3C23C(=O)c2ccccc2C3=O)c(OC)c1` (stereo partly drawn) gave Abeta yeast res 20%, A549 tox -17%, Akt phos inh inactive, Nrf2 inh -21%, Nrf2 ARE act inconclusive, CCT chaperon mod -0.6, MmCpn inh -9%, HepG2 viability -2% and TGFb inhibitor -2%.
`CCCS(=O)(=O)N1CCC(C(=O)NCCN(CC)c2ccccc2)CC1` gave Abeta yeast res -8%, A549 tox 0%, Akt phos inh inactive, Nrf2 inh 10%, Nrf2 ARE act 0.6%, CCT chaperon mod -1.0, MmCpn inh 0%, HepG2 viability 3% and TGFb inhibitor -4%.
For O=C(c1ccccc1F)c1cc2c(cc1[N+](=O)[O-])OCCO2 the results were Abeta yeast res 12%, A549 tox 1%, Akt phos inh inactive, Nrf2 inh -3%, Nrf2 ARE act -0.1%, CCT chaperon mod -6.1, MmCpn inh 1%, HepG2 viability 0% and TGFb inhibitor 4%.
`N#CCNC(=O)c1cccn1-c1ncc(C(F)(F)F)cc1Cl` gave Abeta yeast res -2%, A549 tox -1%, Akt phos inh inactive, Nrf2 inh -2%, Nrf2 ARE act -0.4%[9.22 µM], CCT chaperon mod 0.0, MmCpn inh -1%, HepG2 viability 9% and TGFb inhibitor 0%.
`CC(C)(C)C(=O)NCCc1nc2ccccc2n1CCCCOc1ccc(Cl)cc1` gave Abeta yeast res 26%, A549 tox inconclusive, Nrf2 inh inconclusive, Nrf2 ARE act -0.1%, HepG2 viability -95% and TGFb inhibitor inconclusive.
Screening COc1ccc(NC(=O)N[C@@H](CCSC)C(=O)O)cc1OC returned Abeta yeast res 3%, A549 tox -2%, Akt phos inh inactive, Nrf2 inh 12%, Nrf2 ARE act -0.6%, CCT chaperon mod -0.5, MmCpn inh 0%, HepG2 viability -14% and TGFb inhibitor -20%.
For COc1ccc(/C=N/N=C2/SCC(=O)N2Cc2ccccc2)cc1 the results were Abeta yeast res -4%, A549 tox 0%, Akt phos inh inactive, Nrf2 inh inconclusive, Nrf2 ARE act 2.4%, CCT chaperon mod -1.4, MmCpn inh 1%, HepG2 viability 10% and TGFb inhibitor 4%.
Screening COc1ccccc1CNc1nc2nc(C)c(Cl)c(=O)n2[nH]1 returned Abeta yeast res -13%, A549 tox -2%, Akt phos inh inactive, Nrf2 inh -4%, Nrf2 ARE act 0.1%, CCT chaperon mod -0.4, MmCpn inh -27%, HepG2 viability -3% and TGFb inhibitor -10%.
